High-throughput results (PubChem)
phage Ecoli inh: E. coli growth loss with phage present. growth absorbance. 360,000 compounds, 0.26% hits. inhibition, % at 11.9 µM. AID 651602; in the data active means inhibition above about 11%
* hit, by the source's call.

Molecule	phage Ecoli inh
COC(=O)[C@@]1(Cc2ccc(F)cc2)[C@H]2c3cc(C(=O)N4CCCC4)n(Cc4ccc(S(C)(=O)=O)cc4)c3C[C@H]2CN1C(=O)c1ccccc1	-0.4
NC(Cc1ccc(F)cc1)c1csc(Nc2cc(NCc3ccco3)ncn2)n1 (centres undefined)	1.0
Clc1ccccc1-c1cccc2nccn12	-0.9
CC(C)C[C@H](NC(=O)c1nccs1)C(=O)N1CCC[C@H]1C(=O)NCc1ccccc1	2.4
CCCc1nc2ccccc2n1C(C(=O)NC(C)(C)C)C1CC1 (centres undefined)	1.8
O=C(N[C@H](C(=O)N1CCC[C@H]1C(=O)NCCc1ccccc1Cl)c1ccccc1)c1ccc(Cl)c(Cl)c1	1.3
O=C(NC1CCCC1)C1c2ccccc2OCC(=O)N1Cc1cccnc1 (centres undefined)	-0.4
CCOCCCn1c(=N)c(C(=O)NCc2ccc3c(c2)OCO3)cc2c(=O)n3ccccc3nc21	5.2
CCCCN1CC(COc2ccc(OC)cc2)OCCS1(=O)=O (centres undefined)	2.0
O=C(Nc1cccc(S(=O)(=O)N2CCCC2)c1)[C@@H]1O[C@H](CO)[C@@H](O)[C@H]1O	-0.2
OC(c1ccccc1)(c1nc(-c2csc3ccccc23)cs1)C(F)(F)F (centres undefined)	3.0
O=[N+]([O-])c1cc(S(=O)(=O)NCc2ccco2)ccc1NN=Cc1ccccn1	-1.4
Cc1ccc2c(CN3CCN(c4ccccc4)CC3)cc(=O)oc2c1	3.2
O=C(Nc1ccc(OC(F)(F)F)cc1)N1CCc2nc(NCc3cccc(Oc4ccccc4)c3)ncc2C1	3.6
CC(C)c1ccc([C@@H]2O[C@H](CCc3ccccc3)Cc3[nH][nH]c(=O)c32)cc1	1.4
Cc1ccc(S(=O)(=O)N2C[C@H]3C(=O)C[C@@H](c4ccccc4)N(S(=O)(=O)c4ccc(C)cc4)[C@H]3C[C@H]2c2cccc3ccccc23)cc1	-1.5
O=C(O)c1ccc(-c2nn3c(=O)cc(N4CCNCC4)nc3s2)cc1	4.0
NC(=O)c1ccc(Nc2nc(C(N)COCc3ccccc3)cs2)cc1 (centres undefined)	3.0
COc1cc(OC)cc(C2=Cc3ccccc3C(CC(=O)c3ccco3)N2c2ccc(-c3cccnc3)cc2)c1 (centres undefined)	2.1
N#CC(=Nc1cccc(F)c1)C1=C(O)c2ccccc2C1=O	3.1
Nc1nc2c(ncn2[C@@H]2O[C@H](CNS(=O)(=O)N3CCCC3)[C@@H](O)[C@H]2O)c(=O)[nH]1	8.8
CCOc1cc(OCC)cc(C(=O)N2CCC[C@@H]2C(=O)N2CCC[C@H]2C(=O)NCc2ccccc2)c1	2.4
CCC1(C2C=COC=C2)NC(=O)NC1=O (centres undefined)	2.4
CCCC(=O)N1CCC1(C)C(=O)NS(=O)(=O)c1ccc(F)cc1F (centres undefined)	4.4
CCOC(=O)C(=O)N(C)c1c(CC)nc2c(OCc3ccc(OC(F)F)cc3)cccn12	1.6

A draw from above in order of SMILES length, highest first.
Molecule	phage Ecoli inh
Nc1nc2c(ncn2[C@@H]2O[C@H](CNS(=O)(=O)N3CCCC3)[C@@H](O)[C@H]2O)c(=O)[nH]1	8.8
COc1cc(OC)cc(C2=Cc3ccccc3C(CC(=O)c3ccco3)N2c2ccc(-c3cccnc3)cc2)c1 (centres undefined)	2.1
CC(C)c1ccc([C@@H]2O[C@H](CCc3ccccc3)Cc3[nH][nH]c(=O)c32)cc1	1.4

(continued)
Molecule	phage Ecoli inh
Cc1ccccc1N=C(c1ccccc1)C1C(=O)c2ccccc2C1=O	0.5
CC(C)c1cc(C(C)C)c(S(=O)(=O)NC(c2ccccn2)C23CC2C3)c(C(C)C)c1 (centres undefined)	-4.0
N#CC(=Cc1ccc(-c2ccccc2)cc1)C(=O)c1ccccc1	1.6
CN(C)CCCOc1ccc(-c2ccc3nncn3c2)cn1	5.2
COc1ccc([C@H]2CC(=O)C[C@@H](CCn3cc(-c4ccc(F)cc4)nn3)O2)cc1	0.9
O=C(NCc1ccccc1Cl)[C@H]1CCCN1C(=O)[C@H]1CCCN1C(=O)c1cccc2ccccc12	1.3
COc1cccc(CNC(=O)[C@H]2CCCN2C(=O)[C@H]2CCCN2C(=O)C2CCCCC2)c1	2.9
CCCCNC(=O)C(NC(=O)c1cccnc1OC)C(=O)c1ccccc1 (centres undefined)	2.6
CC(C)C[C@@H](CN1CCC[C@@H]1CN1C(=S)NC[C@@H]1Cc1ccccc1)N1C[C@H](Cc2ccc(O)cc2)N(CCc2ccccc2)C1=S	3.4
COc1ccc(C(C)(O)c2nc(-c3cccc(C(C)C)c3)cs2)cc1 (centres undefined)	2.2
COc1cc(NC(=O)C2(C)CCN2C(=O)C(C)C)cc(OC)c1OC (centres undefined)	2.7
O=C(C(=O)N1CCC(CNS(=O)(=O)c2cccc(C(F)(F)F)c2)CC1)c1cc2ccccc2o1	2.4
O=C(NCC[C@@H]1CC[C@@H](NC(=O)c2cnccn2)[C@@H](CO)O1)c1ccc2c(c1)OCO2	2.0
O=C(N[C@H](Cc1ccccc1)C(=O)NC1CCCCC1)[C@H]1O[C@@H](n2ccc(=O)[nH]c2=O)[C@H](O)[C@@H]1O	1.4
O=C1O[C@@H](c2ccccc2)C[C@@H](O)C(=O)CCCc2ccccc21	4.8
CC(C)C[C@H]1CN([C@@H](Cc2ccccc2)CN2CCC[C@@H]2CN2C(=O)C(=O)NC[C@@H]2Cc2ccccc2)C(=O)C(=O)N1CC1CCCCC1	0.3
CC(=O)Nc1cccc(Oc2nc(NCC3CC3)nc3ccsc23)c1	1.9
CC(C)C[C@H]1CNC(=S)N1C[C@H]1CCCN1C[C@H](Cc1ccccc1)N1C[C@H](Cc2ccc(O)cc2)N(CCc2ccccc2)C1=S	2.8
CC(C)NC(=O)C1Cc2c(-c3ccc(Cl)cc3)ccnc2O1 (centres undefined)	3.8
CCCc1nc2ccc(C(=O)OC)cn2c1Cc1ccccc1OC	0.2
CC1(C(=O)NS(=O)(=O)Cc2ccccc2)CCN1C(=O)C/C=C/c1ccccc1 (centres undefined)	2.8
O=C(NCc1cccc(C(F)(F)F)c1)C1C(=O)Nc2ccccc2C(=O)N1Cc1ccccc1 (centres undefined)	0.0
COc1ccc(N2C(=O)c3[nH]nc(-c4ccccc4)c3C2c2ccc(F)cc2)cc1 (centres undefined)	3.2
CC1(C(=O)NCc2ccccc2)CN(S(C)(=O)=O)CC(=O)N1CCCN1CCOCC1 (centres undefined)	1.9
COC(=O)[C@@H](N[C@H](/C=C/c1ccccc1)[C@@H](O)Cc1ccccc1)c1ccccc1	1.2
C[C@@H]1CN([C@@H](C)CO)C(=O)CCCn2nncc2CO[C@H]1CN(C)Cc1ccc(O)cc1	2.8
CCOC1=C2[C@H](c3ccccc3Cl)N(S(=O)(=O)c3ccc(C)cc3)C[C@H]2C(C#N)(C#N)C(C#N)(C#N)C1	2.1
COc1cc2c(c(OC)c1OC)CC(c1ccccc1)=C(c1ccccc1)CC2NC(=O)C(F)(F)F (centres undefined)	2.0
Oc1ccccc1-c1cnc2cccnn12	1.9
Cn1ccc2c(/C=C/c3ccc(F)cc3)cc3c(c21)C1CCC3O1 (centres undefined)	0.9
OCCc1ccc(NCCc2cccs2)cc1	1.1
CCOC(=O)N1CCN(C(=O)C[C@@H]2C[C@@]3(C(=O)OC)CC(C)(C)CC=C3N(Cc3ccco3)C2=O)CC1	0.5
COC(=O)c1cc2c(c3c4ccccc4n(S(=O)(=O)c4ccc(C)cc4)c13)C(=O)N(Cc1ccccc1)C2	2.2
O=C(OCc1ccccc1)N1C=CCC[C@@H]1c1c(Cl)cccc1Br	3.0
CCOC(=O)C1=C(Nc2ccc(Br)cc2)C(=O)N(CC)C1	3.4
COc1cc(OC)cc(C2=Cc3ccc(OC)cc3C(CC(C)=O)N2c2ccc(C#CC3(O)CCCCC3)cc2)c1 (centres undefined)	2.5
CC(C)c1ccc(NC(=O)N2CCc3nc(NCc4cccc(Oc5ccccc5)c4)ncc3C2)cc1	3.0
Cc1ccc(CNC(=O)c2[nH]c(C(F)(F)F)nc2-c2ccccc2)cc1	1.3
COc1ccc(N2C(=O)c3ccccc3NC(=O)C2C(=O)Nc2ccc3c(c2)OCCO3)cc1 (centres undefined)	2.5
CCCNC(=O)C1(C)CCCN(C(=O)c2cc(C)nn2C(C)(C)C)C1 (centres undefined)	4.5
CC(C)c1ccc(Nc2ncc3c(n2)CCN(C(=O)Nc2ccc(F)c(Cl)c2)C3)cc1	0.9
O=C(NCc1cccnc1)c1cc(C2CCCCN2S(=O)(=O)c2ccccc2)on1 (centres undefined)	2.3
COc1ccccc1-c1ccc2c(c1)C(C)(Cc1cccc(C#N)c1)C(=O)N2 (centres undefined)	1.1
COc1ccc(CCN2C(=O)CCC2(C)c2nnnn2-c2c(C)cccc2C)cc1OC (centres undefined)	3.4
CC(C)[C@H](NC(=O)c1cccs1)C(=O)N1CCC[C@H]1C(=O)NCc1ccccc1	0.2
Nc1[nH]c(C(=O)c2ccccc2)c(-c2ccc(Cl)c(F)c2)c1C(=O)c1c[nH]c2ccccc12	2.1
O=C(CC[C@H]1O[C@@H](n2cnc3c(NC(=O)c4ccccc4)ncnc32)[C@H](O)[C@@H]1O)NCc1ccccn1	-0.3
Cc1ccccc1Cn1c(C)c(C(=O)N(C)Cc2ccc(F)cc2)sc1=O	4.4
Cn1nc(C2CC2)cc1NC(=O)C1(C)CCN1C(=O)c1ccccc1CCc1ccccc1 (centres undefined)	0.8
OC(c1ccc(Cl)c(F)c1)c1ncc(-c2ccccc2C(F)(F)F)[nH]1 (centres undefined)	3.9

Further records
Molecule	phage Ecoli inh
COC(=O)C(Cc1ccc(O)cc1)NS(=O)(=O)Cc1ccccc1 (centres undefined)	2.1
COc1ccc(Cl)cc1Cn1c(C)c(C(=O)NCc2ccc3c(c2)OCCO3)sc1=O	0.5
CCCC(=O)Nc1nnc([C@H]2C[C@H](O)[C@@H](CO)O2)s1	-1.6
OC[C@@H]1CN(Cc2ccc(Cl)cc2)C[C@H](n2cnc3c(NCc4ccco4)ncnc32)O1	2.4
CC(C)(C)c1ccc(C(=O)N2CCC2(C)C(=O)Nc2cccc3ccccc23)cc1 (centres undefined)	-0.9
O=C(NC1CCCCC1)OC[C@@H]1CSCCS(=O)(=O)N1	2.4
CCCC(=O)N1CCCC1(C)C(=O)Nc1cc(OC)ccc1OC (centres undefined)	2.5
O=C(C(=O)N1CCN(CCN2CCOCC2)CC1)c1ccccc1	3.8
COCc1cccc(-c2csc(C(C)(O)c3ccc(OC)cc3)n2)c1 (centres undefined)	1.2
CCCCCn1nnnc1C1c2ccccc2C(=O)N1Cc1ccco1 (centres undefined)	-0.6
CCCNC(=O)C1(C)CCCN(Cc2cccn2C)C1 (centres undefined)	1.7
CC1(C(=O)NS(=O)(=O)c2ccc3c(c2)CCO3)CCN1C(=O)Cc1ccc(-c2ccccc2)cc1 (centres undefined)	4.5
ON=C(CCc1ccccc1)c1ccccc1	1.5
CN(Cc1ccc(C(F)(F)F)cc1)C(=O)[C@H]1O[C@@H](n2ccc(=O)[nH]c2=O)[C@H](O)[C@@H]1O	2.9
COC(=O)c1cc2c(c3c4cc(OC)ccc4n(S(=O)(=O)c4ccc(OC)cc4)c13)C(=O)N(C1CCCCC1)C2	3.0
O=c1cccc(-c2ccc3ccccc3c2)o1	3.7
O=C(Nc1nnc([C@H]2C[C@H](O)[C@@H](CO)O2)s1)NC(c1ccccc1)c1ccccc1	0.0
NCc1csc(NC(=O)Nc2cccc(C(F)(F)F)c2)n1	3.3
O=C(NCC1CCCCC1)c1ccc2nc([C@H]3C[C@H](O)[C@@H](CO)O3)[nH]c2c1	2.2
COC(=O)C(C(=O)OC)c1ccccc1CNS(=O)(=O)c1ccc(C)cc1	3.8
COc1ccc(OC)c(C(O)c2ncc(-c3ccccc3OC)[nH]2)c1 (centres undefined)	4.7
COC(=O)/C=C1\OCc2cc(OCc3ccccc3)ccc21	3.0
C[C@@]12CC[C@@H](C3=C(CCC3)C1)N2c1ccccc1	1.8
O=C(N[C@H](Cc1ccccc1)C(=O)N1CCN(c2ncccn2)CC1)[C@H]1O[C@@H](n2ccc(=O)[nH]c2=O)[C@H](O)[C@@H]1O	1.7
COC(=O)[C@@]12C[C@@H](CC(=O)NCC3CCCCC3)C(=O)N(Cc3cccc4ccccc34)C1=CCC(C)(C)C2	-0.8

Reprinted from the part before: 4 compounds, then new ones.
Molecule	phage Ecoli inh
COC(=O)/C=C1\OCc2cc(OCc3ccccc3)ccc21	3.0
C[C@@]12CC[C@@H](C3=C(CCC3)C1)N2c1ccccc1	1.8
O=C(N[C@H](Cc1ccccc1)C(=O)N1CCN(c2ncccn2)CC1)[C@H]1O[C@@H](n2ccc(=O)[nH]c2=O)[C@H](O)[C@@H]1O	1.7
COC(=O)[C@@]12C[C@@H](CC(=O)NCC3CCCCC3)C(=O)N(Cc3cccc4ccccc34)C1=CCC(C)(C)C2	-0.8
CNc1cccc(-c2cccc(C(=O)N3CCOCC3)c2)n1	1.9
COc1ccc(CC(N)c2csc(NC(=O)C(c3ccccc3)c3ccccc3)n2)cc1 (centres undefined)	6.6
CCCCN(C=O)c1c(CC)nc2c(OCCn3cccc3)cccn12	1.1
O=C(C[C@@H]1C=C[C@H](NS(=O)(=O)c2ccccc2F)[C@@H](CO)O1)NCCCN1CCOCC1	4.3
O=C(NCc1ccccc1)[C@@H]1CCCN1C(=O)[C@H]1CCCN1C(=O)c1ccc(Cl)c(Cl)c1	0.2
CC1(C(=O)Nc2ccc(Cl)c(C(F)(F)F)c2)Cc2c(-c3ccccc3)ccnc2O1 (centres undefined)	3.8
COc1ccc(NS(=O)CCCc2ccccc2)cc1 (centres undefined)	-0.4

Not all compounds are listed; the hit share may differ from the screen's.
